AMA1 RON2 block: disrupts binding of P. falciparum AMA1 to RON2; AlphaScreen AMA1-biotinylated RON2 peptide binding; Potency, µM (highest dose often 58.2 µM), for inactives: at the highest dose activity change, negative = inhibition, hits mostly inhibitors; actives 0.2% (n = 360,000); AID 720542;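 also: potency is read from the fitted curve at half-maximal effect; 0% = vehicle wells and -100% = peptide control; nearly all actives have a fitted effect of over 45% in size; some results filed as inactive show a strong effect at the top dose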
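AMA1 (3D7) with his tag at 25 nM final met compounds first, then biotinylated RON2 peptide at 25 nM; detection used donor plus acceptor beads, 10 µg/mL apiece, read by AlphaScreen after 30 min at room temperature.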
Sm TGR block: S. mansoni TGR enzyme inhibition; Potency, µM (titrated, usually from 114 µM), for the others: top-dose activity change, negative = inhibition, hits mostly inhibitors; Q962Y6; actives 3% (n = 360,000); AID 485364; purified TGR, DTNB reduction, TNB absorbance 405 nm; also: potency is read from the fitted curve at half-maximal effect; nearly all actives have a fitted effect of over 60% in size
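TGR 20 nM + NADPH 100 uM (dispensed conc.), cpd preinc 15 min RT; start with NADPH (500 uM addition) then DTNB (15 mM addition). Kinetic TNB absorbance, 405 nm filter. Four-parameter Hill fit across titration.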
AmpC inh detg: inhibitors of E. coli AmpC beta-lactamase with detergent. P00811. AmpC hydrolysis of nitrocefin, absorbance 480 nm, 0.01% Triton. Potency, µM (titrated, usually from 114 µM), inactives show at the top dose activity change, negative = inhibition, hits mostly inhibitors. actives 0.041% (n = 370,000);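 also: potency is read from the fitted curve at half-maximal effect; 0% = no-compound wells and -100% = no-enzyme wells; nearly all actives have a fitted effect of over 25% in size; some results filed as inactive show a strong effect at the top dose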
Target sequence (P00811 whole entry, looked up): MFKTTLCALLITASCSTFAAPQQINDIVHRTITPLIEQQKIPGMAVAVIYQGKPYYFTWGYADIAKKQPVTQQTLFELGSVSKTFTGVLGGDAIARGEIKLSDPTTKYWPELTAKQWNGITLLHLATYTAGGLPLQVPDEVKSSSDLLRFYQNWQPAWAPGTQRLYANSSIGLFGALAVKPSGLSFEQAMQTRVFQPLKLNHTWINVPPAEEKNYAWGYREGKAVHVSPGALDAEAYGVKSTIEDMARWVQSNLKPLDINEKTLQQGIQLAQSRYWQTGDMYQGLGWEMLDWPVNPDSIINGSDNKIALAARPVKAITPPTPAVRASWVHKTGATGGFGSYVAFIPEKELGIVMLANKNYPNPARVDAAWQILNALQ
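AmpC (5.3 nM in the dispensed reagent) in 20 mM phosphate pH 7.0 with 0.01% (detergent screen) or 0.0001% Triton X-100 was preincubated with compounds for 15 min at room temperature. Nitrocefin was then added from an 800 uM solution, and hydrolysis was followed at 480 nm.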
AmpC inh no detg: blocks E. coli AmpC beta-lactamase in detergent-free assay; P00811; AmpC nitrocefin hydrolysis, absorbance 480 nm, 0.0001% Triton; Potency, µM (titrated, usually from 57.1 µM), without a hit: top-dose activity change, negative = inhibition, usual class: inhibitors; actives 0.52% (n = 330,000);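 also: potency is read from the fitted curve at half-maximal effect; plate controls were no compound for no effect and no enzyme for full effect; nearly all actives have a fitted effect of over 20% in size; some results filed as inactive show a strong effect at the top dose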
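AmpC (5.3 nM in the dispensed reagent) in 20 mM phosphate pH 7.0 with 0.01% (detergent screen) or 0.0001% Triton X-100 was preincubated with compounds for 15 min at room temperature. Nitrocefin was then added from an 800 uM solution, and hydrolysis was followed at 480 nm.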
Giardia FBPA inh: inhibitors of Giardia lamblia fructose-1,6-bisphosphate aldolase. Potency, µM (titrated, usually from 59.6 µM), without a hit: at the highest dose activity, negative = inhibition, hits mostly inhibitors. actives 0.71% (n = 290,000). purified Giardia FBPA. A8B2U2. AID 2451; also: potency is read from the fitted curve at half-maximal effect; nearly all actives have a fitted effect of over 55% in size
Target sequence (A8B2U2 whole entry, looked up): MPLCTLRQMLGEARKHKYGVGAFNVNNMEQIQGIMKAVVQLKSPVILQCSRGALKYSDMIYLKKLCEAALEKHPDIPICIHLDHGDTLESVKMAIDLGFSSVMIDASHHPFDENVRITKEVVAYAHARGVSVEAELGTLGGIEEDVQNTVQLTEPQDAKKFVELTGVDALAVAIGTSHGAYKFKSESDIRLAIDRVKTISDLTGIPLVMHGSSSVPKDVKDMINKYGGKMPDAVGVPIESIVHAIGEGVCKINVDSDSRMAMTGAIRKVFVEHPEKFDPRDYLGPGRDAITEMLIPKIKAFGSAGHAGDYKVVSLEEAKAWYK
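40 nM FBPA preincubated 10 min at RT with compound (up to 57.5 uM final), then substrate plus GAPDH/TPI/NAD/arsenate coupling and diaphorase/resazurin added. Fluorescence read after 20 min at RT, 525/598 nm.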
HCMV inh: blocks human cytomegalovirus replication | activity change, negative = inhibition, % at 57.5 µM | actives 4.5% (n = 410,000) | AID 1259415 | HFF cells, HCMV-luciferase reporter, 72 h; active compounds read low; in the data active = activity change below about -60%; inconclusive = no clear call, values can overlap the other calls; inactive = above about -39%
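Steps: HFFs plated, 16 h 37C; compounds added; HCMV-luciferase added to MOI 1 PFU/cell; 72 h 37C; OneGlo reagent, 5 min room temperature; luminescence read, normalized to controls.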
* marks the source's active call; other numbers are inactive results; ? = inconclusive; / = no result given; [ ] = remark or other dose. Unless noted, calls follow the shape of the dose curve; as a rule, active = well fitted curve in the direction sought with a large enough effect; inconclusive = small, poorly fitted or top-dose-only effect, or another doubt; inactive = no such curve, though single readings can be large; an effect the other way counts as inactive or inconclusive. Unless noted, % is scaled to controls: 0 for no effect and ±100 for the full control effect.

#	compound	AMA1 RON2 block	Sm TGR block	AmpC inh detg	AmpC inh no detg	Giardia FBPA inh	HCMV inh
1	Cc1ccccc1NS(=O)(=O)c1ccc(NC(=O)N2CCCCC2)cc1	7%	-4%	-1%	-18%	-2%	-18
2	N#CCCN/N=C(/Cc1nc2ccccc2[nH]1)c1cccc(Cl)c1	29%	-17%	6%	-28%	-24%	92
3	Cc1ccc(OCCn2c(CNc3ccccc3C)nc3ccccc32)cc1	/	-16%	8%	/	/	38
4	CCNc1nc(N)c(C(=C(C#N)C#N)c2ccccc2)s1	43%[activator]	-1%	-1%	-40%	4%	62
5	COc1ccc2c(=O)cc(C(F)(F)C(F)(F)F)oc2c1	2%	-11%	-12%	-1%	8%	-9
6	Cc1oc(-c2ccc(Cl)cc2)nc1CN1CCCC(C(=O)NCCc2ccccc2)C1 (centres undefined)	/	2%	24%	/	/	34
7	CCc1ccc(-n2c(=S)sc3c(=O)n(-c4ccccc4)c(SCC(=O)O)nc32)cc1	-3%	7%	-1%	-19%	14%	-3
8	COc1ccc2c(c1OC)C(=O)N1C2SC[C@H]1C(=O)NC1CC(C)(C)NC(C)(C)C1 (some centres undefined)	-3%	3%	5%	0%	2%	42
9	O=C(Nc1ccc(Br)cc1F)N1CC=C(c2c[nH]c3ccccc23)CC1	/	-3%	20%	/	/	0
10	Cc1ccccc1NC(=O)C(=O)NCCc1c[nH]c2ccccc12	-6%	4%	5%	-31%	0%	7
11	O=C(NC(C(=O)NCCN1CCOCC1)C12CC3CC(CC(C3)C1)C2)C1CCCCC1 (centres undefined)	3%	4%	?	-2%	6%	-1
12	CCOc1cc(C(=O)Nc2ncn[nH]2)cc(OCC)c1OCC	50%[activator]	-4%	?	-8%[11.4 µM]	-12%	20
13	O=C(CCC(=O)NCc1ccccc1)NCc1ccccc1	-6%	23%	0%	-15%	0%	16
14	Cc1cc(C)c(S(=O)(=O)Nc2ccc3oc(C)c(C(=O)OC(C)C)c3c2)cc1C	/	-2%	16%	/	/	-17
15	CCc1ccccc1N(C)S(=O)(=O)c1ccc2[nH]cc(C(=O)O)c(=O)c2c1	4%	0%	0%	-27%	6%	16

Entries of single compounds as entered above.
`N#CCCN/N=C(/Cc1nc2ccccc2[nH]1)c1cccc(Cl)c1` is listed as AMA1 RON2 block = 29%; Sm TGR block = -17%; AmpC inh detg = 6%; AmpC inh no detg = -28%; Giardia FBPA inh = -24%; HCMV inh = 92
`Cc1ccccc1NS(=O)(=O)c1ccc(NC(=O)N2CCCCC2)cc1` is listed as AMA1 RON2 block = 7%; Sm TGR block = -4%; AmpC inh detg = -1%; AmpC inh no detg = -18%; Giardia FBPA inh = -2%; HCMV inh = -18

(continued)
#	compound	AMA1 RON2 block	Sm TGR block	AmpC inh detg	AmpC inh no detg	Giardia FBPA inh	HCMV inh
16	O=c1[nH]c2ccccc2n1CCC1CCCCC1	-6%	24%	4%	4%	?	71
17	Cc1cc(NC(=O)/C=C/c2ccccc2)c(C(C)C)cc1O	40%[activator]	/	-2%	-40%	-1%	-24
18	COc1cccc(/C=C2\Oc3cc(OCC(=O)N4CCC[C@H]4C(=O)O)ccc3C2=O)c1	-7%	-3%	?	-28%	-14%	-15
19	NNC(=O)CN1C(=O)Nc2ccc(Br)cc2C1c1ccccc1 (centres undefined)	1%	-13%	3%	8%	18%	26
20	CCCCCC(=O)Nc1ccc(S(=O)(=O)Nc2nccc(C)n2)cc1	2%	-1%	?	-24%	14%	-31
21	O=C(N/N=C/c1ccc(Br)s1)c1ccccc1[N+](=O)[O-]	5%	-15%	?	-35%	/	1
22	COc1ccc(C(=O)C(C)OC(=O)CNC(=O)C2CCCCC2)cc1 (centres undefined)	-1%	/	/	-47%	/	34
23	Cn1nc(C(=O)N2CCc3ccccc32)c2ccccc2c1=O	9%	-8%	-3%	102%[activator]	8%	-16
24	CC(Oc1cc2oc(=O)c3c(c2cc1Cl)CCCC3)C(=O)NCc1ccccn1 (centres undefined)	0%	18%	?	132%[activator]	-3%	30
25	CCCS(=O)(=O)c1c(S(=O)(=O)CCC)c2c(C)cccn2c1C(N)=O	-3%	-27%	-2%	-19%	0%	-15
26	CN1CCN(CC(=O)N2c3ccccc3Sc3ccccc32)CC1	-2%	1%	-15%	-6%	3%	19
27	CC1CCCCN1CCCNC(=O)c1ccc(N2CCCC2=O)cc1 (centres undefined)	8%	-13%	-6%	-18%	-9%	8
28	Cn1nc(-c2ccccc2)c(CO)c1Oc1ccc(F)cc1	1%	-3%	1%	-20%	0%	-29
29	CCOC(=O)c1cc(-c2ccccc2)sc1N	-3%	0%	-9%	-56%	-8%	7
30	CN(C)c1nc2c(N)ncnc2n1[C@H]1O[C@@H](CO)[C@H](O)[C@@H]1O	8%	-5%	-14%	-3%	5%	-70*

Values in list order from the entries so far.
Sm TGR block, compounds 16 to 25 → 24%, /, -3%, -13%, -1%, -15%, /, -8%, 18%, -27%
AmpC inh detg, compounds 16 to 25 → 4%, -2%, ?, 3%, ?, ?, /, -3%, ?, -2%

Exported with values under each structure: 4 of the compounds above.
Under each structure – AMA1 RON2 block, Sm TGR block, AmpC inh detg, AmpC inh no detg, Giardia FBPA inh, HCMV inh
27) CC1CCCCN1CCCNC(=O)c1ccc(N2CCCC2=O)cc1 (centres undefined)
→ 8%, -13%, -6%, -18%, -9%, 8
28) Cn1nc(-c2ccccc2)c(CO)c1Oc1ccc(F)cc1
→ 1%, -3%, 1%, -20%, 0%, -29
29) CCOC(=O)c1cc(-c2ccccc2)sc1N
→ -3%, 0%, -9%, -56%, -8%, 7
30) CN(C)c1nc2c(N)ncnc2n1[C@H]1O[C@@H](CO)[C@H](O)[C@@H]1O
→ 8%, -5%, -14%, -3%, 5%, -70*

More structures:
#	compound	AMA1 RON2 block	Sm TGR block	AmpC inh detg	AmpC inh no detg	Giardia FBPA inh	HCMV inh
31	CCOc1ccccc1-n1c(SCC(=O)NC(C)(C)C)nnc1-c1ccoc1C	-13%	-8%	-13%	61%[activator]	-3%	-24
32	CCOCCCNC(=O)c1ccc(CS(=O)(=O)Cc2ccc(C)cc2)o1	7%	?	-1%	-9%	3%	-22
33	O=C(Cn1ccc2cc(S(=O)(=O)N3CCCCC3)ccc21)NCc1ccccc1Cl	/	6%	8%	/	/	?
34	CC1CCCN(CCOc2ccc(Br)cc2)C1 (centres undefined)	-13%	-8%	-11%	-26%	-21%	8
35	Brc1cnc(N2CCCC2)nc1N1CCCCC1	2%	-4%	-5%	-3%	-27%	-14
36	CCOC(=O)c1oc2ccccc2c1CSc1nnc(-c2ccco2)o1	-6%	12%[11.4 µM]	?	2%	-18%	13
37	CC(C)Cc1nnc(NC(=O)CCC(=O)NCc2ccccc2Cl)s1	-3%	-15%	2%	-8%	1%	-23
38	CN(CC(=O)Nc1ccc(F)cc1)C(=O)CCc1nc2ccccc2c(=O)[nH]1	-2%	6%	6%	-18%	/	0
39	COc1cc(/C=C/C(=O)O)ccc1OS(=O)(=O)c1c(C)cc(C)cc1C	-1%	?	2%	-8%	/	0
40	CCCN1CCN(CCCNC(=O)C2CCN(c3nnc(-n4c(C)ccc4C)s3)CC2)CC1	8%	-22%	-12%	10%	-4%	?
41	Clc1ccccc1Nc1c2c(nc3ncnn13)CCC2	44%[activator]	0%	-3%	-7%	5%	32
42	COc1cc(NS(=O)(=O)c2ccc3c(c2)OCC(C(=O)N2CCCC2)O3)cc(OC)c1 (centres undefined)	/	-5%	-1%	/	/	-22
43	CCOc1ccccc1NC(=O)c1cc(SC)ccc1Cl	34%[activator]	-1%	0%	-46%	-3%	-27
44	Cc1nc(CNS(=O)(=O)c2cc([N+](=O)[O-])ccc2C)cs1	35%[activator]	6%	1%	-1%	3%	17
45	COc1ccc(C(=O)N2CCC(n3c(C)nc4cc(F)ccc43)CC2)cc1OC	-1%	9%[11.4 µM]	3%	77%[activator]	2%	8

#	compound	AMA1 RON2 block	Sm TGR block	AmpC inh detg	AmpC inh no detg	Giardia FBPA inh	HCMV inh
46	COc1cc(NC(=O)C(CC(C)C)NS(=O)(=O)c2ccc3c(c2)CCCC(=O)N3)cc(OC)c1 (centres undefined)	/	3%	0%	/	/	14
47	Cc1cc(=O)n(CC(=O)Nc2ccc([N+](=O)[O-])cc2)c(-n2nc(C)cc2C)n1	/	1%	1%	/	/	0
48	O=C(CSc1nncs1)Nc1cc(S(=O)(=O)N2CCOCC2)ccc1N1CCCC1	-14%	-8%	-5%	-11%	/	-18
49	Cc1ccccc1OCc1nnc(SCc2cc(=O)c3ccc(C)c(C)c3[nH]2)n1C	/	49%[activator]	-1%	/	/	0
50	COc1cc(OC)c(NC(=O)CN(C)S(=O)(=O)c2ccc3c(c2)CCCC(=O)N3)cc1Cl	/	-5%	4%	/	/	-28
51	COCCn1c(SCC(=O)c2c[nH]c3ccccc23)nc2cc(C(=O)NCC(C)C)ccc2c1=O	/	-7%	1%	/	/	45
52	CCOc1ccccc1N1CCN(C(=O)C2CSC3(C)CCC(=O)N23)CC1 (centres undefined)	-11%[11.6 µM]	-25%	-4%	1%	/	-11
53	COc1ccc(CNCCC(c2ccc3c(c2)OCO3)c2ccccc2OC)cc1 (centres undefined)	/	1%	1%	/	/	-106*
54	Cc1cccc(Cn2c(=O)n(-c3cc(C)cc(C)c3)c(=O)c3oc4ccccc4c32)c1	/	7%	1%	/	/	-25
55	CCCc1cc(=O)n2[nH]c(SCc3ccccc3)nc2n1	15%	3%	-4%	-20%	-25%	-2
56	COc1ccc(-c2cc(C(F)(F)F)nc(SCC(=O)NCCN3CCOCC3)n2)cc1OC	0%	?	-1%	188%[activator]	-2%	7
